# PABP1 MLLE inh: blocks PAM2 peptide binding to the PABP1 MLLE domain; 0.36% of 360,000 active; P11940; GST-MLLE / FITC-PAM2 fluorescence polarization; AID 588489; inhibition, % at 20 µM; in the data active means inhibition above about 35%, passing the limit was not always enough;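 further: plate controls were DMSO wells with GST-MLLE for no effect and wells lacking GST-MLLE protein for full effect; some results filed as inactive read as strong as hits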
# Tb MetRS inh: blocks T. brucei methionyl-tRNA synthetase activity; purified T. brucei MetRS, ATP depletion, Kinase-Glo luminescence; inhibition, % at 11.9 µM; 0.4% of 360,000 active; AID 624268;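 active means inhibition above a per-plate cutoff of the control wells' mean inhibition plus 3 SD, cut at about 5.5% in these data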;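 further: 0% = DMSO wells median and 100% = median of wells with control inhibitor compound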
#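 System: purified T. brucei MetRS enzyme / Detection: Kinase-Glo luciferase luminescence reporting remaining unconsumed ATP / Medium: HEPES buffer with MgCl2, KCl, DTT, spermine, BSA, pyrophosphatase / Replication: singlicate, one well per compound / Evaluation: percent inhibition relative to median high and low control wells / Schedule: 2 h aminoacylation at 25 °C after 15 min preincubation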
# CendR NRP1 mod: alters CendR peptide binding to human NRP-1; O14786; FAM-RPARPAR peptide binding to NRP-1, fluorescence polarization; inhibition, % at 25 µM; 0.85% of 360,000 active; AID 602438;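 active means inhibition or corrected inhibition above about 18%, plus a signal ratio from 0.5 to 1.5, limit read from the data, passing the limit was not always enough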; further: strong numbers were not always called active
# MT1-MMP act inh: inhibitors of human MT1-MMP activation | HT1080 RFP-PRO-GFP cells, GFP/RFP ratio fluorescence, overnight; percent of plate control window, DMSO zero | GFP/RFP ratio change, % at 20 µM | 0.061% of 360,000 active | AID 651647;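 active means GFP/RFP ratio change of at least 30% with cell ATP level not reduced by more than half and red fluorescence within 50% of control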; further: strong numbers were not always called active
#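 Assay system – RFP-PRO-GFP reporter HT1080 cells · Compound dosing – single dose of 20 µM compound, 1% DMSO final · Incubation – overnight compound exposure at 37 °C · Measure – GFP/RFP fluorescence ratio · Benchmarks – DMSO wells and RFP-L50D-GFP cells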
# MsrA inhibitor: bovine MsrA inhibition | purified bovine MsrA, absorbance read-out | inhibition, % at 15.5 µM | 0.75% of 360,000 active | AID 651718; in the data active means inhibition above about 4.5%;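 further: 0% = vehicle wells with enzyme and 100% = reference inhibitor wells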
# SKN-1 inh: inhibitors of C. elegans SKN-1; C. elegans VP596 Pgst-4::GFP/RFP ratio, acrylamide-induced, 24 h; inhibition, % at 21.8 µM; 0.49% of 360,000 active;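 active means interference check ratio from 0.5 to 1.5 plus GFP to RFP signal ratio inhibition reaching or exceeding a fixed threshold, cut at about 30% in these data, passing the limit was not always enough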; further: some compounds called inactive have numbers as strong as hits
# E coli Lon inh: inhibitors of E. coli Lon protease; P0A9M0; purified E. coli Lon protease, fluorescence polarization; inhibition, % at 7.94 µM; 0.42% of 360,000 active; AID 602123; in the data active means inhibition above about 13%, passing the limit was not always enough;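 further: 0% = enzyme with probe and DMSO and 100% = no enzyme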
# Target sequence (P0A9M0 whole entry, looked up): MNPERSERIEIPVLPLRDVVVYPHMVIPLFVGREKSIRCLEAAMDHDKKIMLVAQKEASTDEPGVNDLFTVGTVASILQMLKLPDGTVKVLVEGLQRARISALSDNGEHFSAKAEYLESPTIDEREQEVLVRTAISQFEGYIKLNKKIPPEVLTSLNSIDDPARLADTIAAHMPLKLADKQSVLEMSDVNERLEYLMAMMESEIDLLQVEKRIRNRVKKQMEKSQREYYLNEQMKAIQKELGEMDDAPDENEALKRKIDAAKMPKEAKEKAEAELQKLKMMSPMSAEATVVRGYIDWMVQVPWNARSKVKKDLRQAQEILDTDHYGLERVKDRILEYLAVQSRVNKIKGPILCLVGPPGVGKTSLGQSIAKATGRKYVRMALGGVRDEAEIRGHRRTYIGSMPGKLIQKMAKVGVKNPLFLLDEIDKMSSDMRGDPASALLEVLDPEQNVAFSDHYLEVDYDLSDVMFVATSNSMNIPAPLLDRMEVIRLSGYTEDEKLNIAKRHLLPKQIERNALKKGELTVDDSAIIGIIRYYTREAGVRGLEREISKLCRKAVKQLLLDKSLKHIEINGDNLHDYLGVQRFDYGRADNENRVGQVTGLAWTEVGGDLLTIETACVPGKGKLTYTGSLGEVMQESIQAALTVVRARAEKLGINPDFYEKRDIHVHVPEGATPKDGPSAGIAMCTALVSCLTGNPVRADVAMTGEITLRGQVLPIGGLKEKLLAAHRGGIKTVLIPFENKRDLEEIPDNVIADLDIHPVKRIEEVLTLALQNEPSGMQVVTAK
# FAS-TE inh: blocks the thioesterase domain of human fatty acid synthase | P49327 | recombinant FAS-TE, OMFH fluorogenic substrate, fluorescence endpoint | inhibition, % at 15 µM | 0.67% of 360,000 active | AID 602261;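 active means compounds whose normalised, plate-corrected inhibition of enzyme fluorescence in the single-dose primary screen is 50% or more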;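 further: 0% = DMSO with enzyme and 100% = substrate without enzyme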
# MsrA act: activators of bovine methionine sulfoxide reductase A; purified bovine MsrA, absorbance read-out; activation, % at 10.6 µM; 0.3% of 360,000 active; AID 602163; in the data active means activation above about 7.5%;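 further: 0% = vehicle and 100% = reference activator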
# The depositor's hits bear a star; nt = no result given.
# Order of results – PABP1 MLLE inh	Tb MetRS inh	CendR NRP1 mod	MT1-MMP act inh	MsrA inhibitor	SKN-1 inh	E coli Lon inh	FAS-TE inh	MsrA act
COc1ccccc1CNC(=O)CCNS(=O)(=O)c1cc(Br)cnc1N
 : -4	-0.1	13	-4	1.4	20	-7	-6	-3
COc1ccccc1C1CCN(C(=O)c2ccc(Cl)cc2)CC1
 : 8	-0.7	7	-4	-0.3	-20	-12	6	-1
Nc1nnnn1-c1cccc([N+](=O)[O-])c1
 : 3	-0.1	1	2	-0.7	6	2	-6	0
CCC(C)NC(=S)Nc1ccc2nc(N3CCN(CC)CC3)cc(C)c2c1 (stereo not given)
 : -14	-0.8	-7	-3	0.5	-11	-4	-13	-2
Cc1cc(N2CCCC2=O)ccc1S(=O)(=O)NC1CCCCC1
 : -2	-0.3	21*	0	-0.8	11	1	4	3
N#Cc1ccc(S(=O)(=O)N2CCCCC2c2cc(C(=O)Nc3cccc4c3CCCC4)no2)cc1 (stereo not given)
 : 5	-0.2	11	-8	2.0	8	-7	27	2
COc1ccc(OC)c(NC(=O)C2CCN(S(C)(=O)=O)CC2)c1
 : 5	0.3	5	5	0.0	4	-4	-9	1
COc1ccc(C(=O)C[n+]2cc(Br)cc3ccccc32)cc1[N+](=O)[O-]
 : -65	-0.6	-44	-11	1.4	-10	-62	-6	-3
COCCNC(=O)Cc1c(C)c2cc3c(cc2oc1=O)OC(C)(C)CC3
 : -11	-0.7	-2	4	1.9	-1	1	-4	-6
CCOc1ccc(C(=O)CCN2CCCCC2)cc1
 : -4	-0.4	-11	-4	-0.1	-22	-9	-6	-1
COc1ccc(NS(=O)(=O)c2cccc(C(=O)N/N=C/c3c(F)c(F)c(F)c(F)c3F)c2)cc1
 : 5	-0.2	-1	3	0.6	-2	-12	13	-3
COc1ccc(NC(=O)CCC2CCCCC2)cc1S(=O)(=O)N1CCCCC1
 : -16	-0.6	-25	-8	2.0	5	-10	19	-2
Cc1ccc(Nc2nnc(SCC(=O)N(C)C3CCS(=O)(=O)C3)s2)cc1 (stereo not given)
 : -61	2.0	6	-5	1.1	-5	3	2	-12
CC(C)c1ccc(NC(=O)Cn2nnc(C(=O)NCc3ccco3)c2N)cc1
 : 16	-0.1	10	1	0.2	4	0	0	-4
COc1cc(CNc2ccc(N3CCCC3)cc2)ccc1OCc1ccccc1
 : -33	0.0	-6	2	0.3	2	9	40	-4
Cc1cc(C(=O)NN)c2cc(Br)ccc2n1
 : -28	-0.1	4	5	0.0	4	-3	-4	4
COc1ccc(CCNC(=O)CSc2ccc(Br)cc2)cc1OC
 : 10	-0.3	-2	-8	-0.5	6	-2	-7	-1
Cc1ccc(/C=N/NC(=O)C(O)c2ccccc2)o1 (stereo not given)
 : 11	-1.0	5	3	2.3	4	0	1	-10
COC(=O)c1ccc(C(=O)N2CCCC(C)(C(=O)NS(=O)(=O)C3CC3)C2)cc1 (stereo not given)
 : 2	-0.2	9	-1	0.0	-9	2	-5	-4
CC1=CS(=O)(=O)CC1Sc1nc2ccccc2[nH]1 (stereo not given)
 : 5	0.0	8	1	0.0	-21	3	-10	-7
Cc1ccc([N+](=O)[O-])cc1N/C=C1\CCc2ccccc2C1=O
 : 12	0.2	0	-5	1.5	12	-1	8	-2
CCN(CC(=O)Nc1ccccc1OC)C(=O)CC1CCCC1
 : -7	-0.1	13	4	-0.6	12	4	-9	1
CC(C)(C)c1ccc(C(=O)NCCN2CCCC2)cc1
 : 5	-0.4	-11	7	-1.2	-13	2	-3	1
C=CCn1c(=O)c(C(=O)Nc2ccccc2O)c(O)c2ccccc21
 : -2	0.3	8	9	0.7	18	0	0	-1
CC1(C(=O)NS(=O)(=O)C2CC2)CCCN(C(=O)c2ccccc2C(F)(F)F)C1 (stereo not given)
 : 16	-0.1	-8	-1	-1.7	1	-12	-6	-5
Cc1ccc(S(=O)(=O)N(C)C)cc1NC(=O)CSc1ncn[nH]1
 : -6	0.2	-1	0	-0.1	14	5	-5	-6
Cn1c(=O)n(CC(=O)Nc2ccccc2)c2ccccc21
 : 4	-0.4	9	8	0.7	-6	-6	-1	1
CCOC(=O)C1=C(C)NC2=C(C(=O)CC(c3ccc(OC)c(OC)c3)C2)C1c1ccc(C)o1 (stereo not given)
 : -5	-1.4	12	5	1.5	8	-6	-5	-11
COC(=O)c1ccc(OCC(=O)c2ccccc2OC)cc1
 : -4	0.0	11	0	-0.1	-14	5	10	0
O=S(=O)([N-]c1nc2ccccc2nc1-n1cc[n+](Cc2ccccc2)c1)c1ccc(Br)cc1
 : -11	-0.9	-9	-2	0.7	12	0	4	1
COc1cc(OC)c(OC)cc1/C=N/Nc1nc2ccccc2[nH]1
 : -76	8.7*	2	9	2.8	-3	9	-8	-3
CC(=O)N1CCN(C(=O)c2ccc3c(c2)OCCO3)CC1
 : 6	0.1	-1	-5	0.8	9	-2	-5	-1
COc1cc(/C=C(\C#N)c2ccccn2)ccc1OCc1ccccc1Cl
 : -8	-0.2	0	-7	-0.1	19	12	34	-4
COCCn1c(=O)c2c(nc3n2CC(C)CN3CCc2ccccc2)n(C)c1=O (stereo not given)
 : -22	-0.1	6	-5	-0.3	2	3	-2	-4
CCn1c(=O)n(CC)c2cc(N3CCCC3)c(NC(=O)c3ccc(F)cc3)cc21
 : 15	-0.2	9	1	0.8	28	1	-1	-3
O=C(N/N=C/c1ccco1)c1cc(-c2cccs2)[nH]n1
 : -3	0.0	-6	5	3.6	-1	3	-5	-2
CCOC(=O)c1nccnc1C(=O)Nc1cccc(C(F)(F)F)c1
 : 3	0.3	8	2	0.3	-4	-1	1	-2
COC(=O)c1cccc(NC(=O)CN2C(=O)c3ccccc3C2=O)c1
 : 5	-1.6	-2	10	-0.8	2	-2	-3	-13
COc1ccc(NC(=O)c2c(SC)nsc2SC)cc1
 : -85	-0.7	19	1	0.4	0	-10	-3	-6
O=C(NCCc1ccccc1)c1ccc(=O)oc1
 : -7	-0.9	1	0	8.2*	-20	3	-9	-15
CCOC(=O)c1nc(NCc2ccccc2)sc1C
 : 38	0.6	10	-2	1.2	20	-4	-1	-3
CC(C)CCNC(=O)C(c1ccc(O)cc1)N(C(=O)C1COc2ccccc2O1)c1cccc(O)c1 (stereo not given)
 : 5	0.0	-2	-20	1.5	1	-1	9	-1
Cc1cc(C)c(OCCCCn2cnc3ccccc3c2=O)c(C)c1
 : -4	0.0	-7	3	0.9	3	-2	18	-3
CC1CC(C)CN(CC(=O)Nc2ccc(S(N)(=O)=O)cc2)C1 (stereo not given)
 : -2	-1.0	-1	3	-1.0	-25	-2	-8	1
COc1ccc(CNC(=O)c2ccccc2NS(C)(=O)=O)cc1
 : 4	-0.9	1	-6	0.8	-10	4	-7	-6

# 3 compounds picked at random from those above:
# Order of results – PABP1 MLLE inh	Tb MetRS inh	CendR NRP1 mod	MT1-MMP act inh	MsrA inhibitor	SKN-1 inh	E coli Lon inh	FAS-TE inh	MsrA act
O=C(NCCc1ccccc1)c1ccc(=O)oc1
 : -7	-0.9	1	0	8.2*	-20	3	-9	-15
COCCn1c(=O)c2c(nc3n2CC(C)CN3CCc2ccccc2)n(C)c1=O (stereo not given)
 : -22	-0.1	6	-5	-0.3	2	3	-2	-4
COc1cc(/C=C(\C#N)c2ccccn2)ccc1OCc1ccccc1Cl
 : -8	-0.2	0	-7	-0.1	19	12	34	-4

# Next part.
# Order of results – PABP1 MLLE inh	Tb MetRS inh	CendR NRP1 mod	MT1-MMP act inh	MsrA inhibitor	SKN-1 inh	E coli Lon inh	FAS-TE inh	MsrA act
Nc1nc(N2CCCCC2)c(C=O)c(N2CCCCC2)n1
 : 6	-0.8	-4	0	-0.2	2	9	0	-4
Cc1ccccc1OCCn1cc(C(=S)N2CCCC2)c2ccccc21
 : 11	-0.6	5	-1	2.4	12	3	15	-3
COCCn1ccc2c(OCC(=O)Nc3ccccc3OC)cccc2c1=O
 : -4	-0.4	3	8	0.6	8	-1	-1	-6
Cc1ccc(C(=O)N(CC(C)C)c2c(N)n(Cc3ccccc3)c(=O)[nH]c2=O)o1
 : -6	-0.5	-7	-3	-0.9	3	7	-4	-11
Cc1ccc(NS(=O)(=O)c2ccc(Br)cc2)nc1
 : 6	-0.7	-2	2	1.7	1	-6	-6	-3
COc1ccc(CCNC(=O)CSc2c[nH]c3ccccc23)cc1OC
 : 19	-0.4	-6	0	-1.1	-3	-9	-5	-3
COc1cc(C(=O)Nc2ccc(NC(=O)C(C)C)nc2)cc(OC)c1OC
 : -1	-0.2	12	6	0.2	28	-5	-9	-2
CN(C(=O)COC(=O)c1ccc2ccccc2n1)C1CCCCC1
 : -1	-0.1	-13	-2	0.0	-4	-14	-1	-2
CCN1CCN(c2ccc(S(=O)(=O)N3CCOCC3)cc2NC(=O)CC(C)C)CC1
 : 11	-0.3	10	0	-0.8	6	1	-13	-2
Cc1ccc(SCCC(=O)N/N=C/c2cccnc2)cc1
 : 20	11*	-1	-1	0.2	3	-4	0	0
CCCCN(CCCC)S(=O)(=O)c1ccc(SCC(=O)OCC)c([N+](=O)[O-])c1
 : -6	-0.5	11	6	-1.0	12	0	29	-2
O=C(c1ccc(F)cc1)C1CCN(C(=O)c2ccccc2)CC1
 : 7	-0.6	4	-1	-0.3	-16	4	1	-5
CC(NC(=O)C1CCN(Cc2ccccc2)CC1)c1cccc2ccccc12 (stereo not given)
 : 14	0.4	3	2	0.5	-1	-6	-10	0
Cc1ccc(C2CC(c3ccccc3)=NN2C(=O)CSc2nnc(-c3ccc(Cl)cc3)o2)o1 (stereo not given)
 : -56	-1.3	4	-2	0.8	-11	10	27	1
CCC(CC)C(=O)Nc1nnc(CCc2ccccc2)s1
 : 6	-1.2	-14	-3	0.2	3	-1	1	-10
COc1ccc(Cl)cc1-n1c(N)c(C(N)=O)sc1=S
 : 36	-1.4	-7	6	nt	-5	-6	-3	-16
COc1ccc(S(=O)(=O)CC(O)CN2CCCC2=O)cc1 (stereo not given)
 : 2	-0.7	-3	5	0.9	3	4	-8	-4
CCn1c(SCC(=O)N/N=C/C=C\c2ccccc2[N+](=O)[O-])nnc1-c1ccccc1
 : -2	-1.0	-6	1	2.1	-26	-4	-1	-13
CCOC(=O)N1C2=NC(C(=O)OC)=C(C(=O)OC)[C@@H]3N(C)c4ccc(OC)cc4[C@]23C[C@H]1C(=O)OC
 : -7	0.0	25*	4	0.4	1	-5	-8	0
C=CCOc1ccc(/C=N\NC(N)=S)cc1
 : -48	-0.5	-1	-4	1.6	5	-4	-4	-6
CCC(=NNC(=O)c1cccc(S(=O)(=O)N2CCOCC2)c1)c1ccccc1
 : 12	-0.3	8	5	0.2	-7	4	-6	-1
COc1ccccc1NS(=O)(=O)c1cc(NC(=O)c2cnccn2)ccc1N1CCOCC1
 : -4	-0.4	0	-1	2.0	-7	5	11	-3
O=C(CN1C2CCC1CC(NC(=O)NC1CCCCC1)C2)NC1CC1 (stereo not given)
 : 0	-0.6	4	4	0.3	-24	5	-3	-2
COC(=O)[C@]1(C)N[C@H](CN(C)S(=O)(=O)c2ccccc2)[C@@H]2C(=O)N(C)C(=O)[C@@H]21
 : 9	nt	-7	-1	0.3	-6	nt	-6	nt
Cc1ccc(NC(=O)Cn2nc([N+](=O)[O-])c(Br)c2C)cc1C
 : -4	-0.9	2	8	0.9	4	-1	19	-6
Cc1nnc(NC(=O)CCNC(=O)c2ccccc2Cl)s1
 : 5	-1.0	-1	-1	-0.8	1	3	-4	-1
